CF NFkB inh: cystic fibrosis NF-kB activation inhibition; inhibition, % at 5 µM; 360,000 tested, 0.86% active; KKLEB NF-kB-GFP reporter, PAF-induced, GFP fluorescence overnight;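 active = at least 50% inhibition at 5 µM, scaled per plate between neutral and stimulator controls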;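 note: PAF is a Pseudomonas aeruginosa culture filtrate used as stimulus; plate controls were PAF-stimulated DMSO wells for no effect and unstimulated DMSO wells for full effect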
KKLEB tox: CF airway cell cytotoxicity counter-screen | KKLEB CF airway cells viability, ATPlite luminescence, overnight; hits give low values; cells stimulated with P. aeruginosa culture filtrate | 360,000 tested, 0.36% active | activity change (cytotoxicity), % at 5 µM;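 active = corrected activity change at or below -50% at 5 µM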
NR5A2 inv ag: inverse agonists of human LRH-1 (NR5A2). O00482. inhibition, % at 3.6 µM. 360,000 tested, 0.13% active. HEK293T StAR-luciferase reporter, LRH-1 transfected, 24 h;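 active = inhibition above the mean inhibition of all tested compounds plus 3 SD, cut at about 73% in these data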;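 note: 0% = DMSO wells and 100% = reporter-only cells lacking LRH-1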
Target sequence (O00482 whole entry, looked up): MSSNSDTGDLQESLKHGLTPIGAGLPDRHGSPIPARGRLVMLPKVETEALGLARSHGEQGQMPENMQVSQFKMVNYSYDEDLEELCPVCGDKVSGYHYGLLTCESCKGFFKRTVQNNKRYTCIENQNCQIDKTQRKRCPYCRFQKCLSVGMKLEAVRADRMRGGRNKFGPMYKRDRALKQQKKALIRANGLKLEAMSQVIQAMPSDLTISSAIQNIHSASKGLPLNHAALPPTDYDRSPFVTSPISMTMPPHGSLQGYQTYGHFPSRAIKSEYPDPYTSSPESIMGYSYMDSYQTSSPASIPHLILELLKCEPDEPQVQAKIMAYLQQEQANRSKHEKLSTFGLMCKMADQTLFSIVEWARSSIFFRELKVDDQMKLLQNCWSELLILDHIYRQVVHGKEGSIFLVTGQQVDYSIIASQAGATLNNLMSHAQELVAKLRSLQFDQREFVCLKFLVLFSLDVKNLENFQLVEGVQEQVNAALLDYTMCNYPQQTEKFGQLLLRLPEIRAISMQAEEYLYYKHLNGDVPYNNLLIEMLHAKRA
NCOA2 inhibitor: inhibits human steroid receptor coactivator 2; AID 651957; inhibition, % at 9 µM; 370,000 tested, 0.17% active; HEK293 GAL4-SRC2 luciferase reporter, luminescence; Q15596;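 active = inhibition above the mean inhibition of all tested compounds plus 3 SD, set per campaign, cut at about 52% in these data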;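 note: 0% = DMSO treated cells and 100% = cells given Gossypol at 36 µM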
TRAIL sens C8: sensitizes caspase-8 expressing cells to TRAIL. NB7+C8 cells + TRAIL, ATPlite viability luminescence. inhibition (viability loss, TRAIL sensitization), % at 10 µM. 360,000 tested, 1% active. AID 624354;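 active = compounds causing at least 50% loss of cell viability in the single-dose screen, relative to plate controls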
TROY signal inh: blocks TROY-dependent signaling in reporter cells | Q293 LMP1-TROYcd NF-kB luciferase reporter, 4 h | inhibition, % at 10 µM | 360,000 tested, 0.98% active;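 active = compounds whose plate-normalised and pattern-corrected inhibition of the luciferase reporter signal at the single screening dose is 50% or more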
EBV LMP1 NFkB: inhibitors of Epstein-Barr LMP1-induced NF-kappaB reporter; LMP1-induced NF-kappaB luciferase reporter cells, luminescence; AID 504558; 350,000 tested, 0.69% active; inhibition, % at 12.5 µM; in the data active = inhibition above about 41%;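 note: 0% = neutral control wells and 100% = reference inhibitor control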
NCOA3 inh: inhibitors of human steroid receptor coactivator 3 (SRC3). HEK293 GAL4-SRC3 luciferase reporter, luminescence. inhibition, % at 3.6 µM. 360,000 tested, 0.17% active;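 active = inhibition above a per-campaign cutoff, the mean of all compounds plus 3 SD, cut at about 60% in these data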;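 note: 0% = DMSO-treated cells and 100% = gossypol-treated cells at 36 µM; higher means less SRC3-driven luciferase light from the GAL4 reporter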
TWEAK-Fn14 inh: blocks TWEAK-Fn14 interaction in a reporter cell assay | TWEAK-stimulated Fn14 reporter cells, luciferase luminescence, 8 h | 360,000 tested, 2% active | inhibition, % at 10 µM; in the data active = inhibition above about 50%
SRC1 inh: human NCOA1 inhibition | Q15788 | inhibition, % at 3.6 µM | 360,000 tested, 0.12% active | HEK293 GAL4-SRC1 luciferase reporter, luminescence;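 active = inhibition above the campaign mean plus 3 SD, with each screening campaign given its own cutoff, cut at about 60% in these data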;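 note: 0% = DMSO treated cells and 100% = gossypol at 36 µM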
COUP-TFII inh: inhibitors of human COUP-TFII (NR2F2). HEK293T NGFI-A luciferase reporter, luminescence. inhibition, % at 8.6 µM. 370,000 tested, 0.7% active. AID 686940;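 active = inhibition above a per-plate cutoff, mean inhibition of test wells between control levels plus 3 SD, cut at about 38% in these data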;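 note: cells cotransfected with COUP-TFII expression vector driving the NGFI-A reporter; 0% = median of COUP-TF2 test wells and 100% = reporter-only cells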
Target sequence (P24468 whole entry, looked up): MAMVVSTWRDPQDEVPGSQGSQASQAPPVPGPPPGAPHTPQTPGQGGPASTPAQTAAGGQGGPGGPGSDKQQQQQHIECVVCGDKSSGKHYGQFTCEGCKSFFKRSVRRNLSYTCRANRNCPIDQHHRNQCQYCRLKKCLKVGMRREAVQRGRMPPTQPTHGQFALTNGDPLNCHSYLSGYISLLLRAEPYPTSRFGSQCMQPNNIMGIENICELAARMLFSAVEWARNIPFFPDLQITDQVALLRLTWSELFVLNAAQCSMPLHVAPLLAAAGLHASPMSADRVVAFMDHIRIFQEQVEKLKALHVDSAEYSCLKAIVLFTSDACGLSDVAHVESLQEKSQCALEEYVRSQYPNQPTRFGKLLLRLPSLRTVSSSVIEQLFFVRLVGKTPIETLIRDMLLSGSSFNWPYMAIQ
Starred values were filed as active, the others as inactive; . = no result given. Rows are unselected; 4.2% or so of the library scored in one or more.

cpd	Molecule	CF NFkB inh	KKLEB tox	NR5A2 inv ag	NCOA2 inhibitor	TRAIL sens C8	TROY signal inh
1	O=C(NNS(=O)(=O)c1ccccc1)c1sccc1-n1cccc1	8	-4	-4	7	-11	16
2	COc1ccc(C)cc1N(C)C(=O)c1coc(=O)c2ccccc12	-6	0	19	3	-6	32
3	O=S(=O)(/C=C/c1ccccc1)n1cnc2ccccc21	-6	6	9	-2	-5	.
4	COc1ccc(CCN(C)CC(=O)Nc2c(C)cc(C)cc2C)cc1OC	5	14	7	-17	-16	22
5	C=CC[C@H](CC(=O)OC(C)(C)C)C(=O)OC[C@@H]1CCCN1C(=O)[C@H](CC=C)CC(=O)N[C@H](CO)Cc1ccccc1	-3	1	11	11	-10	-2
6	O=S1(=O)NC[C@]23C[C@H](c4ccc(F)cc4)[C@@H](C[C@@H]21)O3	10	-18	-4	10	0	-5
7	COc1cccc(N2CCN(Cc3nc(N)nc(Nc4ccccc4)n3)CC2)c1	4	-1	-4	-9	4	-3
8	CN1C(=O)[C@H]2[C@@H](C3CC3)N3C(=O)CN(CC4CC4)C(=O)[C@@]3(C)[C@H]2C1=O	-26	1	-1	3	-3	-6
9	O=C(c1cc(C(=O)N2CCCC2)cc([N+](=O)[O-])c1)N1CCCC1	-2	-2	-5	-15	-24	20
10	Nn1c(Cc2cccc3ccccc23)nnc1SCc1ccc(Cl)c(Cl)c1	2	1	20	6	-11	22

cpd	EBV LMP1 NFkB	NCOA3 inh	TWEAK-Fn14 inh	SRC1 inh	COUP-TFII inh
1	0	-3	6	4	-8
2	-7	17	-8	11	-3
3	10	3	2	12	-2
4	0	13	-22	13	9
5	8	8	2	0	16
6	5	8	3	-11	-3
7	-2	6	23	-11	18
8	0	-6	7	-4	0
9	-6	-20	12	-23	-10
10	5	12	3	2	-5

Three structures already listed, arranged by molecular weight, rising:
cpd	Molecule	CF NFkB inh	KKLEB tox	NR5A2 inv ag	NCOA2 inhibitor	TRAIL sens C8	TROY signal inh
6	O=S1(=O)NC[C@]23C[C@H](c4ccc(F)cc4)[C@@H](C[C@@H]21)O3	10	-18	-4	10	0	-5
7	COc1cccc(N2CCN(Cc3nc(N)nc(Nc4ccccc4)n3)CC2)c1	4	-1	-4	-9	4	-3
5	C=CC[C@H](CC(=O)OC(C)(C)C)C(=O)OC[C@@H]1CCCN1C(=O)[C@H](CC=C)CC(=O)N[C@H](CO)Cc1ccccc1	-3	1	11	11	-10	-2

cpd	EBV LMP1 NFkB	NCOA3 inh	TWEAK-Fn14 inh	SRC1 inh	COUP-TFII inh
6	5	8	3	-11	-3
7	-2	6	23	-11	18
5	8	8	2	0	16

Following part.
cpd	Molecule	CF NFkB inh	KKLEB tox	NR5A2 inv ag	NCOA2 inhibitor	TRAIL sens C8	TROY signal inh
11	Cc1ccc(Cl)cc1N(CC(=O)Nc1cccc(N(C)S(C)(=O)=O)c1)S(C)(=O)=O	5	-2	14	13	1	10
12	Cc1cc(NC(=O)c2ccc3c(c2)OCCO3)ccc1NC(=O)c1cc2ccccc2o1	21	-6	-52	-6	41	41
13	Cc1cccc(CCNC(=O)CCc2c(C)nc3ncnn3c2C)c1	-9	7	13	6	-12	-14
14	CC(C)CC(=O)NCCCCc1ccccc1	7	-8	4	-1	-9	10
15	Cc1ccc(C)c(CS(=O)(=O)c2cn(CC(=O)N3CCC(C)CC3)c3ccccc23)c1	20	-2	-8	-4	12	2
16	O=C(CN1C(=O)NC2(CCCc3ccccc32)C1=O)N1CCN(c2cccc(C(F)(F)F)c2)CC1 (stereo not drawn)	-13	-15	-3	1	4	17
17	COc1ccc(S(=O)(=O)N2CCCC(C(=O)NCCC(C)C)C2)cc1 (stereo not drawn)	7	12	-4	18	-3	-3
18	O=C(CS(=O)(=O)c1ccccc1)Nc1ccccc1Br	-13	1	14	-29	-22	-32
19	NC(=S)N1OC[C@@H]2COc3ccc4ccccc4c3[C@@H]21	72*	-36	28	54*	10	28
20	CCN1CCN(c2ncnc3c2sc2nc(N4CCOCC4)c4c(c23)CCC4)CC1	-1	-3	3	-2	-16	24

cpd	EBV LMP1 NFkB	NCOA3 inh	TWEAK-Fn14 inh	SRC1 inh	COUP-TFII inh
11	1	3	12	7	6
12	7	-34	12	-16	16
13	0	-12	7	-30	-10
14	6	-1	30	-11	-5
15	-3	1	-7	9	-4
16	2	25	22	4	10
17	7	7	2	-5	-6
18	-6	-21	-1	-23	3
19	18	11	33	18	12
20	-7	5	-6	2	10

Taken from above:
#14 – TWEAK-Fn14 inh = 30
#17 – TWEAK-Fn14 inh = 2
#16 – TROY signal inh = 17
#19 – TWEAK-Fn14 inh = 33
#13 – NCOA3 inh = -12
#12 – TWEAK-Fn14 inh = 12
#15 – NCOA3 inh = 1

More records.
cpd	Molecule	CF NFkB inh	KKLEB tox	NR5A2 inv ag	NCOA2 inhibitor	TRAIL sens C8	TROY signal inh
21	CCc1cc(-c2[nH]ncc2-c2nc3ccccc3n2C)c(O)cc1O	24	-20	18	-8	1	15
22	CCOc1ccc(C(=O)Nc2cccc(-c3ccc4nncn4n3)c2)cc1	-7	1	4	-20	22	-20
23	C/C(=N\Nc1nncc2ccccc12)c1cccc(OC(F)F)c1	-23	-46	-85	-82	81*	-21
24	Cc1ccc2nc(N3CCN(C(=O)CCCC(=O)O)CC3)nc(-c3ccccc3)c2c1	12	-8	-23	-13	-1	-18
25	O=C(CNC(=S)N(Cc1ccccc1F)C1CCCCC1)NCC1CCCO1 (stereo not drawn)	7	7	18	-4	5	16
26	Cc1ccc(NC(=O)CCn2nc(C)cc2C)cc1	-10	2	-25	0	-3	9
27	N#CCCN(C(=O)c1cc2c(s1)-c1ccccc1S(=O)(=O)C2)c1ccccc1	12	-8	4	-13	-5	17
28	CC(C)OCCCNC(=O)Cn1ccc2cc(S(=O)(=O)N3CCCCCC3)ccc21	8	-6	5	13	-13	3
29	O=C(O)c1nn(CCSc2ccccc2F)c(=O)c2ccccc12	2	1	1	-9	10	-19
30	CCc1cccc2c(C(=O)COC(=O)c3cccc(S(=O)(=O)N(C)C4CCCCC4)c3)c[nH]c12	17	-4	3	12	-1	13

cpd	EBV LMP1 NFkB	NCOA3 inh	TWEAK-Fn14 inh	SRC1 inh	COUP-TFII inh
21	-4	4	-16	1	11
22	7	-17	-18	-23	-22
23	-19	-78	0	-129	-32
24	-1	2	39	-53	16
25	2	22	-7	15	6
26	-2	3	2	-2	4
27	-2	-3	-9	1	-12
28	0	-5	-15	17	4
29	-2	-13	-54	-27	-15
30	3	-1	10	5	4

Arranged by value in CF NFkB inh (lowest first): some entries from above
| # | SMILES | CF NFkB inh |
| --- | --- | --- |
| 22 | CCOc1ccc(C(=O)Nc2cccc(-c3ccc4nncn4n3)c2)cc1 | -7 |
| 28 | CC(C)OCCCNC(=O)Cn1ccc2cc(S(=O)(=O)N3CCCCCC3)ccc21 | 8 |
| 24 | Cc1ccc2nc(N3CCN(C(=O)CCCC(=O)O)CC3)nc(-c3ccccc3)c2c1 | 12 |
| 30 | CCc1cccc2c(C(=O)COC(=O)c3cccc(S(=O)(=O)N(C)C4CCCCC4)c3)c[nH]c12 | 17 |
| 21 | CCc1cc(-c2[nH]ncc2-c2nc3ccccc3n2C)c(O)cc1O | 24 |

Next entries follow:
cpd	Molecule	CF NFkB inh	KKLEB tox	NR5A2 inv ag	NCOA2 inhibitor	TRAIL sens C8	TROY signal inh
31	O=[N+]([O-])c1ccccc1S(=O)(=O)Nc1cccc(S(=O)(=O)N2CCCC2)c1	-12	3	-15	2	3	12
32	COC(=O)CC1(c2ccc(OC)cc2)C(=O)c2ccccc2C1=O	-8	-13	6	5	5	8
33	COc1cc(C(=O)Nc2ccc(OCC(=O)N3CCOCC3)cc2C)cc(OC)c1OC	-9	-4	13	-10	-8	-20
34	Cc1noc(C)c1C(=O)Nc1nc2ccc(S(C)(=O)=O)cc2s1	6	-1	-82	-87	54*	-21
35	Cc1nn(CC(=O)N2CCN(c3ccccn3)CC2)c(=O)c2cc3sccc3n12	12	-2	4	.	-6	-5
36	O=C(c1cc(Cl)nc2ccccc12)N1CCN(S(=O)(=O)c2cccc(F)c2)CC1	17	6	-3	-37	-6	-4
37	O=C(Nc1cccc(C(=O)Nc2ccccc2F)c1)c1ccccc1	3	-1	-1	2	8	-3
38	CCN(CC(=O)Nc1ccc(OC)cc1)CC(=O)Nc1ccc(Br)cc1F	-1	4	0	12	-3	-2
39	CC1(C)C(C(N)=O)C(=O)NC(=O)C1C(N)=O (stereo not drawn)	-7	6	8	-39	-3	-1
40	CCC(C)[C@H](NC(=O)c1cc2cc(Cl)ccc2n1C)C(=O)N1CCC(C(=O)O)CC1 (stereo partly drawn)	0	-2	-23	-28	-5	-2

cpd	EBV LMP1 NFkB	NCOA3 inh	TWEAK-Fn14 inh	SRC1 inh	COUP-TFII inh
31	2	4	7	-2	-15
32	2	13	-16	-11	4
33	-2	5	-1	0	-12
34	7	-31	-23	-37	-24
35	3	-5	-4	-5	.
36	-5	7	-2	-6	2
37	2	-26	-5	-19	4
38	0	18	-18	-7	1
39	0	-4	7	3	9
40	0	-16	-6	0	2

Later entries
cpd	Molecule	CF NFkB inh	KKLEB tox	NR5A2 inv ag	NCOA2 inhibitor	TRAIL sens C8	TROY signal inh
41	Nc1nc2cc(Cl)ccc2n1N	15	1	-27	23	18	16
42	COc1ccccc1C(=O)NC(C)c1nc2ccccc2[nH]1 (stereo not drawn)	-1	-28	-3	-14	3	7
43	O=C(N/N=C/c1coc2ccccc2c1=O)c1cc(Br)ccc1O	22	-9	8	17	-15	-9
44	O=C(COC(=O)c1c2c(nc3ccccc13)CCCCC2)c1ccc(Cl)s1	-5	-5	-5	4	16	-10
45	Cc1cc(Cl)ccc1C(O)c1ncc(-c2ccccc2Cl)[nH]1 (stereo not drawn)	8	-12	4	-1	1	-3
46	NC(=O)CSc1nnc(Cn2c(=O)sc3ccccc32)n1CCc1ccccc1	-29	0	-3	-11	10	-6
47	O=C1CSC(=S)N1N=Cc1ccc(Cl)cc1Cl	-25	15	-5	-29	-2	-3
48	Cc1ccccc1OCc1nnc(SCC(=O)O)n1Cc1ccccc1	-3	3	3	-13	1	2
49	O=C(Cn1ncc2c([nH]c3ccccc32)c1=O)NCC1CCN(Cc2ccc(F)cc2)CC1	0	-10	15	-6	-11	-4
50	CCOc1ccccc1C(=O)Nc1nnc(C(C)C)s1	0	-21	8	-37	34	-30
51	COc1cccc(Oc2nc(N)ncc2[N+](=O)[O-])c1	30	12	21	3	1	-5
52	Cc1ccc(C(=O)NNC(=O)c2ccccc2O)cc1S(=O)(=O)N1CCCCC1	14	-16	-9	10	17	-16
53	C[C@H](CO)N1C[C@H](C)[C@@H](CN(C)S(=O)(=O)c2cccs2)Oc2c(NC(=O)c3ccncc3)cccc2C1=O	-3	14	13	-22	2	-3

cpd	EBV LMP1 NFkB	NCOA3 inh	TWEAK-Fn14 inh	SRC1 inh	COUP-TFII inh
41	.	-22	6	-5	13
42	-8	3	6	12	18
43	0	12	13	-11	20
44	-3	3	6	5	11
45	.	-10	3	5	4
46	3	27	4	-1	10
47	-7	-12	16	-35	-3
48	-1	3	-12	-5	-5
49	10	-14	-6	8	-4
50	-5	-41	-10	-27	0
51	-1	10	36	7	-4
52	1	1	-10	3	-6
53	-1	2	15	11	11

Compound activity as filed in PubChem BioAssay.
